Screening data as filed in PubChem BioAssay.
KKLEB cytotox – reduces viability of KKLEB cystic fibrosis airway cells. KKLEB CF airway cells viability, ATPlite luminescence, overnight; hits give low values; cells stimulated with P. aeruginosa culture filtrate. activity change (cytotoxicity), % at 5 µM. hit rate 0.36% among 360,000. AID 602141;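 active = corrected activity change at or below -50% at 5 µM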
CF NFkB block – blocks PAF-induced NF-kB reporter in cystic fibrosis cells; KKLEB NF-kB-GFP reporter, GFP fluorescence overnight; inhibition, % at 5 µM; hit rate 0.86% among 360,000;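 active = at least 50% inhibition at 5 µM, scaled per plate between neutral and stimulator controls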;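 also: PAF is a Pseudomonas aeruginosa culture filtrate used as stimulus; plate controls were PAF-stimulated DMSO wells for no effect and unstimulated DMSO wells for full effect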
NR5A2 inv ag – inverse agonists of human LRH-1 (NR5A2); O00482; HEK293T StAR-luciferase reporter, LRH-1 transfected, 24 h; inhibition, % at 3.6 µM; hit rate 0.13% among 360,000;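 active = inhibition above the mean inhibition of all tested compounds plus 3 SD, cut at about 73% in these data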;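 also: 0% = DMSO wells and 100% = reporter-only cells lacking LRH-1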
Target sequence (O00482 whole entry, looked up): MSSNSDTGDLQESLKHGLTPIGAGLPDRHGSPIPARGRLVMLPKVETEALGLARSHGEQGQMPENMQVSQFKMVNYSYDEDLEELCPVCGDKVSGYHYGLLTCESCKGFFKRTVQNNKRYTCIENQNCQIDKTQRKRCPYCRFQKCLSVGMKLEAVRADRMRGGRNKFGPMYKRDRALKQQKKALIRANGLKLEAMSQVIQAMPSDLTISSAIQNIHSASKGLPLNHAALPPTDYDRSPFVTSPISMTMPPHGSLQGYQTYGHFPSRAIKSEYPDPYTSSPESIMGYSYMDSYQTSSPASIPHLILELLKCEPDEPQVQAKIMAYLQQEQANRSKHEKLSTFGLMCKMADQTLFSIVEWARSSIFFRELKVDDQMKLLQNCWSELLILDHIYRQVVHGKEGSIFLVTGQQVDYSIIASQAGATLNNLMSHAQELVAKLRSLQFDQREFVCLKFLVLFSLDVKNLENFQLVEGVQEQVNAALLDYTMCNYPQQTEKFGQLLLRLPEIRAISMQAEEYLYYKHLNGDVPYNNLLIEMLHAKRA
TWEAK-Fn14 inh – TWEAK-Fn14 signaling inhibition | inhibition, % at 10 µM | hit rate 2% among 360,000 | TWEAK-stimulated Fn14 reporter cells, luciferase luminescence, 8 h | AID 1159606; in the data active = inhibition above about 50%
TROY NFkB inh – blocks TROY-dependent signaling in reporter cells; Q293 LMP1-TROYcd NF-kB luciferase reporter, 4 h; inhibition, % at 10 µM; hit rate 0.98% among 360,000; AID 1347056;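 active = compounds whose plate-normalised and pattern-corrected inhibition of the luciferase reporter signal at the single screening dose is 50% or more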
EBV LMP1 NFkB – reduces LMP1-driven NF-kappaB luciferase signal; LMP1-induced NF-kappaB luciferase reporter cells, luminescence; inhibition, % at 12.5 µM; hit rate 0.69% among 350,000; AID 504558; in the data active = inhibition above about 41%;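 also: 0% = neutral control wells and 100% = reference inhibitor control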
NCOA3 inh – human NCOA3 inhibition; AID 588352; hit rate 0.17% among 360,000; HEK293 GAL4-SRC3 luciferase reporter, luminescence; Q9Y6Q9; inhibition, % at 3.6 µM;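 active = inhibition above a per-campaign cutoff, the mean of all compounds plus 3 SD, cut at about 60% in these data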;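 also: 0% = DMSO-treated cells and 100% = gossypol-treated cells at 36 µM; higher means less SRC3-driven luciferase light from the GAL4 reporter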
COUP-TFII inh – inhibitors of human COUP-TFII (NR2F2); AID 686940; HEK293T NGFI-A luciferase reporter, luminescence; hit rate 0.7% among 370,000; inhibition, % at 8.6 µM;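 active = inhibition above a per-plate cutoff, mean inhibition of test wells between control levels plus 3 SD, cut at about 38% in these data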;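 also: cells cotransfected with COUP-TFII expression vector driving the NGFI-A reporter; 0% = median of COUP-TF2 test wells and 100% = reporter-only cells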
Target sequence (P24468 whole entry, looked up): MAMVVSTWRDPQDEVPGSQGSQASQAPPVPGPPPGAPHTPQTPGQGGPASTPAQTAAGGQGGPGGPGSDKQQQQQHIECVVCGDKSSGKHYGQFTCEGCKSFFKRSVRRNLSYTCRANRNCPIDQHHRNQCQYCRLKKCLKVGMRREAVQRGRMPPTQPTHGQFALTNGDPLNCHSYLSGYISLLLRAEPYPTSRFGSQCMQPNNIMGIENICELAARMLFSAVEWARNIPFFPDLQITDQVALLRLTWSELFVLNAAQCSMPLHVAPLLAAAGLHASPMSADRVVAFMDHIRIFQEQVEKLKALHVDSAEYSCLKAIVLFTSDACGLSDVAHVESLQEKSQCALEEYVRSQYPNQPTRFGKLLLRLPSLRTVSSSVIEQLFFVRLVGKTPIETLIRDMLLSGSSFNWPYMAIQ
NCOA1 inh – inhibitors of human steroid receptor coactivator 1 (SRC1); Q15788; HEK293 GAL4-SRC1 luciferase reporter, luminescence; inhibition, % at 3.6 µM; hit rate 0.12% among 360,000; AID 588354;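 active = inhibition above the campaign mean plus 3 SD, with each screening campaign given its own cutoff, cut at about 60% in these data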;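 also: 0% = DMSO treated cells and 100% = gossypol at 36 µM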
C8 TRAIL sens – sensitizes caspase-8 expressing cells to TRAIL | NB7+C8 cells + TRAIL, ATPlite viability luminescence | hit rate 1% among 360,000 | AID 624354 | inhibition (viability loss, TRAIL sensitization), % at 10 µM;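 active = compounds causing at least 50% loss of cell viability in the single-dose screen, relative to plate controls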
Shn3 inh set2 – inhibitors of Schnurri-3 3'UTR reporter in osteoblasts | Clone20 osteoblast Shn3 3'UTR firefly luciferase, 24 h | inhibition, % at 12.5 µM | hit rate 0.52% among 360,000 | AID 588674;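 active = mean inhibition of at least 75% with every replicate also reaching 75%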;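 also: 0% = median of neutral control wells and 100% = pilot-screen positive control compound; some compounds past the cut are filed as inactive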
* hit, by the source's call; · = not tested or not shown. Not all compounds are listed. The share of hits here may be higher or lower than overall.

SMILES,KKLEB cytotox,CF NFkB block,NR5A2 inv ag,TWEAK-Fn14 inh,TROY NFkB inh,EBV LMP1 NFkB,NCOA3 inh,COUP-TFII inh,NCOA1 inh,C8 TRAIL sens,Shn3 inh set2
CCOC(=O)[C@]12CCCC=C1N(Cc1ccc3c(c1)OCO3)C(=O)[C@H](CC(=O)NCC13CC4CC(CC(C4)C1)C3)C2,·,·,-28.0,1.0,15.2,·,·,9.9,·,-5.0,·
Cc1cccc(NC(=O)[C@H](C)NC(=O)[C@@H]2Cc3ccccc3CN2C(=O)OC(C)(C)C)c1,7.2,-15.2,2.6,-7.1,-23.5,0.2,-115.3,10.5,-25.0,14.3,-13.7
CCCCn1c(N)c(N(CC)C(=O)c2cccs2)c(=O)[nH]c1=O,2.5,-15.2,11.9,-0.1,-4.7,-3.4,0.7,-5.5,1.8,-9.8,-1.8
Cc1cc(O)c(C(C[N+](=O)[O-])c2ccc(Cl)cc2)c(=O)o1 (stereo unspecified),11.3,-4.9,7.6,18.5,-4.1,-1.7,3.8,9.5,-2.2,7.6,-0.9
CCOC(=O)C1=C(C)N(CCCCCC(=O)O)C(=O)NC1c1ccc([N+](=O)[O-])cc1 (stereo unspecified),12.4,-15.3,-2.1,2.9,-6.4,-5.4,5.1,5.5,9.6,6.8,-31.2
O=C(C1CCN(S(=O)(=O)c2ccc(Cl)cc2)CC1)N1CCN(c2ccccn2)CC1,-9.1,1.0,5.2,-13.9,2.7,3.1,7.7,-47.6,4.4,-10.2,-6.6
CCC(C(=O)N1CCN(c2ccccn2)CC1)n1nc(C)n2c(cc3occc32)c1=O (stereo unspecified),-8.3,9.1,-2.5,0.5,-6.3,2.6,8.7,-3.7,0.9,-3.3,-4.1
CCC1CCCCN1C(=O)c1cc(-c2ccc(Cl)c(Cl)c2)on1 (stereo unspecified),5.6,1.2,-57.5,5.7,25.0,-37.2,-39.2,-30.8,-164.8,5.9,-10.1
O=C(Nc1ccc(Cc2ccncc2)cc1)c1ccc(Br)o1,1.6,-0.4,-17.0,-22.4,-24.1,-5.9,-7.1,8.5,-7.3,-2.6,-0.7
COc1ccc(NC(=O)COc2ccc3c(c2)CCC3)cc1,9.3,4.8,-8.9,-20.8,-27.1,3.7,-5.4,1.5,-14.3,26.3,-20.8
COc1ccc([C@@H]2[C@@H]3C(=O)N(C(C)(C)C)C(=O)[C@@H]3[C@]3(Cc4ccc(Cl)cc4)C(=O)N(c4cccc(F)c4)C(=O)N23)cc1,-1.5,18.8,4.7,10.5,-3.4,-0.8,-2.9,-15.4,5.2,-3.4,21.9
S=c1nc(C2CCCCC2)n(-c2ccccc2)[nH]1,-1.8,-19.3,2.0,10.8,-22.6,4.8,3.5,-7.3,-22.3,0.6,-19.6
O=c1[nH]c(C2CCN(S(=O)(=O)c3cccc([N+](=O)[O-])c3)CC2)nc2c1nnn2Cc1ccccc1,-7.3,23.6,2.1,4.4,9.2,1.6,-2.9,13.1,14.4,-3.1,7.9
O=S(=O)(NN=Cc1cccc(Cl)c1)c1ccccc1,7.5,-16.0,4.3,-36.0,1.4,·,-7.8,-5.7,-8.8,-5.9,-5.7
CCOc1ccc(CC(=NCCc2ccccc2)C2=C(O)CC(C)(C)CC2=O)cc1OCC,-9.1,-2.6,3.5,0.9,4.7,2.0,20.4,-1.4,-6.4,-10.1,2.4
CC(=O)C1=CCC(c2cccc3ccccc23)N(S(=O)(=O)c2ccc(C)cc2)C1 (stereo unspecified),-21.3,31.7,14.8,6.3,-7.4,·,28.9,4.4,21.3,20.5,4.7
Nc1ccc([N+](=O)[O-])cc1C(=O)NNC(=O)c1ccco1,1.3,-15.1,7.2,-27.0,-2.7,0.2,4.1,-5.9,-46.2,3.6,-7.4
O=S(=O)(Nc1ccc(Cl)cc1)c1ccc(N2CCOCC2)c(NC(=S)NCCN2CCOCC2)c1,-0.7,-11.9,13.4,14.7,-16.0,7.0,13.2,17.2,13.3,-22.4,28.4
c1ccc2c(c1)nc(NCC1CCCO1)c1nnnn12 (stereo unspecified),3.9,23.0,-3.5,4.7,5.9,-7.8,-11.5,12.7,-28.1,-5.8,-66.9
COc1ccc(/C=N/NC(=O)CNc2ccc(Br)cc2)c(C(=O)O)c1OC,-8.0,-13.0,-15.4,-6.7,-18.7,8.8,3.5,-0.1,-13.3,-4.4,-8.6
CCC(=O)OCCn1c(=O)c2cc3c(=O)n(CCOC(=O)CC)c(=O)c3cc2c1=O,1.8,2.7,-9.0,11.4,-2.5,-1.2,1.4,-6.5,9.2,-8.1,-0.3
COc1ccccc1C/C(N)=N/OC(=O)c1ccc(C)c([N+](=O)[O-])c1,2.1,-11.3,-5.8,-59.5,-30.2,-16.5,15.2,-7.3,-14.1,55.2*,-11.1
COc1ccc(NC(=O)c2nc(C)n(-c3ccc([N+](=O)[O-])cc3)n2)cc1,8.0,20.3,3.9,-16.8,0.6,-0.5,12.2,-38.4,-6.8,-1.2,11.6
C=CCOc1c(CNc2ccc(C(=O)O)cc2)cccc1OC,6.3,4.3,5.0,-3.9,-20.9,2.2,-3.4,0.3,13.6,17.4,-5.6
CCOc1ccc(OCCC(=O)N2CCN(S(=O)(=O)c3ccc(F)cc3)CC2)cc1,-13.4,12.8,12.8,-5.0,-5.5,4.2,14.5,24.5,-0.9,-1.7,6.5
O=C(Nc1ccccc1Br)c1c(F)cccc1Cl,-12.5,-5.8,12.6,-12.9,5.3,-13.6,13.2,-11.0,12.2,6.8,-15.7
O=C(CNC(=O)c1ccco1)Nc1ccc(N2CCCCCC2)cc1,-14.4,6.6,-60.9,8.9,-15.8,-0.7,-44.4,-16.7,-29.2,1.7,-35.9
COc1ccc(N2CCN(C(=O)c3cc4c(s3)CCCCC4)CC2)cc1,-20.5,14.0,-26.6,-11.0,17.2,0.4,3.1,-14.6,-12.1,0.4,3.4
COc1ccc(NS(=O)(=O)c2ccc(F)cc2F)cn1,-3.1,-4.8,17.4,8.1,8.5,6.1,8.6,3.6,1.4,-4.2,-6.2
COc1ccc(S(=O)(=O)N(C)CC(=O)N2CCCC2)cc1OC,5.2,8.0,14.1,6.7,18.6,0.7,-14.2,-7.0,2.0,1.7,-24.2

Copied from the list.
COc1ccc(/C=N/NC(=O)CNc2ccc(Br)cc2)c(C(=O)O)c1OC @ NCOA3 inh = 3.5
CCOC(=O)C1=C(C)N(CCCCCC(=O)O)C(=O)NC1c1ccc([N+](=O)[O-])cc1 (stereo unspecified) @ COUP-TFII inh = 5.5

Going on with the list:
SMILES,KKLEB cytotox,CF NFkB block,NR5A2 inv ag,TWEAK-Fn14 inh,TROY NFkB inh,EBV LMP1 NFkB,NCOA3 inh,COUP-TFII inh,NCOA1 inh,C8 TRAIL sens,Shn3 inh set2
CCOC(=O)C1C(c2cccnc2)NC(=O)NC1(O)C(F)(F)F (stereo unspecified),8.8,2.8,-1.8,-17.7,3.1,5.6,-12.5,12.7,-12.9,-7.8,7.0
COCCNC(=O)CN(Cc1ccc(OC)cc1)C(=O)CCC(=O)Nc1nccs1,8.0,6.7,-13.2,-9.4,0.5,0.7,0.2,15.3,10.6,-7.7,63.8
COc1cccc(CN2CC(C(=O)NC3CCC3)CCC2=O)c1 (stereo unspecified),5.7,5.2,7.5,9.9,-19.4,-5.5,-4.1,-19.2,2.7,-2.1,16.6
COc1cc(SC)ccc1C(=O)Nc1ccc2c(c1)CCN2S(C)(=O)=O,0.5,-27.2,3.8,-21.1,-6.7,-32.9,-15.6,-11.4,-11.2,17.9,38.3
O=C(c1ccc(CNS(=O)(=O)c2cccc(Cl)c2)cc1)N1CCCCC1,15.5,-14.6,-15.5,8.5,2.6,8.1,9.0,5.2,-9.6,-41.6,32.5
COc1ccc(CN2[C@@H](CC(=O)O)c3cc(C(F)(F)F)ccc3S2(=O)=O)cc1,15.4,8.5,0.0,-3.6,-8.7,-4.0,-4.1,5.5,-4.6,-11.3,-13.7
CC1CCCCN1Cc1c(O)ccc2c(=O)c(-c3ccccc3)coc12 (stereo unspecified),-23.7,1.0,9.3,-7.7,18.1,4.2,-29.5,-7.0,7.1,-1.2,15.5
C[C@@H]1Cn2cnc(C(=O)NCc3ccc(CNC(=O)OC(C)(C)C)cc3)c2C(=O)N1,3.7,4.9,11.3,-7.8,-10.9,11.2,3.4,16.0,-19.7,-21.9,24.7
CC(=O)c1ccc(OCC(=O)NC(=O)NC2CCCC2)cc1,-1.1,-4.0,-17.2,-75.7,5.1,-0.4,12.9,-1.2,7.7,-0.7,20.8
Cn1c(=O)c2cc(NC(=S)NCc3ccccc3F)ccc2n1C,7.5,2.0,-87.1,2.4,19.2,·,-98.2,-64.7,-55.3,1.3,-11.1
O=C(N/N=C\c1ccc([N+](=O)[O-])o1)c1cncc(Br)c1,-4.1,7.4,31.9,2.0,-7.4,-18.6,27.6,-2.9,-19.9,23.9,-12.7
CC(C)n1c(S(=O)(=O)O)nc2ccccc21,4.9,11.3,-3.8,-13.0,-4.2,-0.1,-2.6,·,-2.2,4.6,-0.2
O=C(Oc1coc(CSc2nnc(NC(=O)C3CC3)s2)cc1=O)c1c(F)cccc1F,7.6,-1.6,9.6,-11.9,16.8,-6.0,15.3,-14.5,-1.9,1.5,-12.3
CC1=C(C(=O)NC2CCCCC2C)C2(CCC(C)CC2)OC1=O (stereo unspecified),-2.7,-2.5,-17.7,-9.5,1.7,-4.3,-5.9,-6.5,5.4,2.9,-4.8
CCc1ccc(NC(=O)NCC2CCN(c3ccc(OC)cc3)C2)cc1 (stereo unspecified),7.4,-30.0,-12.1,-4.2,-0.7,-11.7,-1.1,-13.7,-9.2,-11.4,12.3
Cc1cccc(NS(=O)(=O)c2cc(C(=O)NCc3ccccn3)ccc2C)c1,14.7,-28.9,-9.0,9.2,11.7,4.2,18.1,19.1,-1.9,-6.9,13.6
CC1CCCCC12NC(=O)N(CC(=O)N1CCN(S(=O)(=O)Cc3ccccc3)CC1)C2=O (stereo unspecified),3.5,1.5,-3.5,-0.3,-3.6,6.2,3.9,4.4,-3.1,1.5,-3.0
c1ccc(-n2cnnc2SCc2cn3cccnc3n2)cc1,11.3,13.7,23.8,-21.1,-23.8,-3.2,-0.9,11.6,0.9,-23.0,-10.7
Cc1cccc(NC(=O)c2cccc(NC(=O)c3ccco3)c2)c1,-20.3,8.9,-14.3,-14.6,-40.5,5.9,-15.6,-28.9,-9.4,3.2,-10.9
COc1cccc(N2CCN(Cc3ncc(-c4ccccc4)o3)CC2)c1,-2.2,-7.3,10.1,21.9,21.9,-0.9,-3.5,28.5,-14.8,-13.5,1.6
Cc1ccc(-c2nc3ncccc3o2)cc1NC(=O)c1cc2ccccc2o1,-8.9,-16.5,-5.0,-5.3,15.0,5.0,-4.5,1.6,2.9,-5.6,-1.0
CCCCC(=O)Nc1sc2c(c1C#N)CC(C)(C)OC2,7.5,-16.3,-17.5,-29.1,-96.2,-25.6,-51.7,-8.3,-56.8,-2.7,-53.7
